# TRPC4 inh – inhibitors of mouse TRPC4 channel; Q9QUQ5; HEK293 TRPC4beta/mu-opioid, DAMGO-evoked Fluo4 calcium flux; hits give low values; B-score at 10 µM; actives 0.39% (n = 300,000);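 active = B-score over 3 SD under the library average, no early fluorescence shift, positive overall ratio signal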
#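 Assay system: HEK293 cells with stable TRPC4beta plus mu-opioid receptor expression; Probe or stimulus: DAMGO in two steps, submaximal then maximal; Dosing: single-point compound dosing; Measured by: Fluo4 calcium-dye fluorescence, kinetic read; Read-out basis: B score from integrated Fluo4 fluorescence ratio.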
# MrgX1 PAM – human MrgX1 positive allosteric modulation, primary screen | Q96LB2 | MrgX1-HEK293, Fluo-4 calcium flux, FDSS; hits give high values | B-score at 10 µM | actives 0.63% (n = 310,000) | AID 588675;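 active = plate-corrected calcium response at least 3 library SD above typical, normal starting fluorescence, not activating the receptor alone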;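 note: compound read alongside a low EC10 to EC30 dose of BAM8-22 agonist; peak minus trough fluorescence over baseline measured at the second addition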
# Target sequence (Q96LB2 whole entry, looked up): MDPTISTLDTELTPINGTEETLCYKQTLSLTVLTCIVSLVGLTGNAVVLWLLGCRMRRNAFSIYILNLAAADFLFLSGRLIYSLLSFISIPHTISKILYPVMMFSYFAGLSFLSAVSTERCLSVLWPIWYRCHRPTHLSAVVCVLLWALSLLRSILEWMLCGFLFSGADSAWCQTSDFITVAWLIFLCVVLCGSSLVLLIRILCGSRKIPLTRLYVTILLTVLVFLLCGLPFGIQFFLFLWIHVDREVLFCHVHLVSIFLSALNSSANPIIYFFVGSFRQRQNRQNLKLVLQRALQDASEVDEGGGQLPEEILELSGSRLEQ
# TRPC6 inhibitor – inhibitors of mouse TRPC6 channel; Q61143; HEK293-TRPC6, membrane potential dye, ACh-evoked depolarization; hits give low values; B-score at 10 µM; actives 1.1% (n = 310,000);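 active = B-score under library mean minus 3 SD, initial fluorescence not abnormally high, positive integrated signal ratio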;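 note: B-score derived from integrated fluorescence ratio over the kinetic read; more negative B-score means stronger inhibition of depolarization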
# PolyA inhibitor – yeast polyadenylation inhibition | calls only at 12 µM | S. cerevisiae SKY197-pL101 polyadenylation reporter, beta-gal luminescence; efflux-impaired pdr1/pdr3 knockout yeast; score 100 = 6 SD above DMSO | actives 0.02% (n = 300,000) | AID 1875;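 active = lowest replicate activity score at least 50, where 100 means six control SD above control mean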;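 note: yeast exposed to compound for 9 h at 30 °C; higher score means more reporter readthrough which indicates perturbed polyadenylation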
# TRPC4 agonist – opens the mouse TRPC4 cation channel. actives 0.49% (n = 310,000). HEK293 TRPC4beta/mu-opioid, Fluo4 calcium fluorescence; hits give high values. B-score at 10 µM. AID 2237;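 active = B-score above 5 SD of library B-scores, and initial fluorescence ratio not above library mean plus 5 SD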;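 note: positive B-score marks a calcium rise read as TRPC4 activation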
#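 Test system: HEK293 cells stably co-expressing mouse TRPC4beta and mu-opioid receptor | Schedule: Fluo4 dye loading 45 min at room temperature, 110 s recording | Measured by: Kinetic Fluo4 calcium fluorescence, 5 s baseline at 1 Hz | Evaluation: B score of integrated ratio | Controls: Buffer (low) and maximal DAMGO (high)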
# AI-2 QS mod – modulators of Vibrio harveyi AI-2 quorum sensing system; Vibrio harveyi JMH597 AI-2 luminescence/OD600 ratio, 9 h; hits give low values; strain lacks LuxN and CqsS sensors; 0 = neutral-control median; activity change, % at 7.5 µM; actives 0.4% (n = 300,000); AID 2094; in the data active = activity change below about -75%, passing the limit was not always enough;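 note: luminescence divided by OD600 gain over 9 h not by final OD600 alone; inactives centre near 13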
# TRPC4 PAM – allosterically enhances the mouse TRPC4 cation channel; Q9QUQ5; HEK293 TRPC4beta/mu-opioid, DAMGO EC20, Fluo-4 Ca2+ flux; hits give high values; B-score at 10 µM; actives 0.42% (n = 310,000);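 active = B-score of calcium response area above 5 SD of library B-scores, with initial fluorescence ratio within 5 SD of library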;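 note: B-score of integrated fluorescence ratio over time as area under calcium response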
# TRPC6 activator – activates the mouse TRPC6 cation channel | Q61143 | HEK293-TRPC6 membrane potential dye fluorescence; hits give high values | B-score at 10 µM | actives 0.13% (n = 310,000) | AID 2550;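 active = B-score of the integrated fluorescence ratio above library mean plus 3 SD, and starting fluorescence ratio within library mean plus 5 SD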;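 note: higher score means more depolarization so channel activation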
# MrgX1 ag – activates human MrgX1 receptor signaling; MrgX1-HEK293 cells, Fluo-4 calcium fluorescence, agonist mode; hits give high values; actives 0.44% (n = 310,000); Q96LB2; B-score at 10 µM;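 active = calcium response B-score plate-corrected fluorescence ratio at least 3 library SD, with starting fluorescence B-score inside 5 SD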
#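 Material: MrgX1-expressing HEK293 cells; input: 15,000 cells per well; doses: test compound given as first of three sequential additions; schedule: overnight plating before 1 h dye loading; technique: Fluo-4 NW calcium-flux fluorescence, kinetic read; evaluation: baseline-normalised fluorescence change ratio, B-scored; control set: plate-wise positive and negative controls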
# HIF activator – HIF pathway transcriptional activation; U2OS HRE-luciferase reporter, luminescence; normalized: DMSO 0%, desferrioxamine 100%; activation, % at 7.5 µM (by protocol); actives 0.32% (n = 300,000);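 active = mean activation of at least 10% of the iron chelator positive control signal, with at least half of replicates also reaching 10%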
# MrgX1 antagonist – blocks BAM8-22 activation of human MrgX1 receptor. Q96LB2. MRGX1-HEK293 calcium flux, Fluo-4, BAM8-22 antagonism; hits give low values. B-score at 10 µM. actives 1.3% (n = 310,000). AID 588676;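 active = calcium-response B-score plate-corrected more than 3 library SD below zero, starting fluorescence within 5 deviations, no agonist response on first addition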;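 note: peak minus trough fluorescence over baseline after final BAM8-22 challenge near maximal dose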
# Active calls of the source: *; i = inactive; x = no result given. This is a subset (hit frequency here may not be typical).
SMILES,TRPC4 inh,MrgX1 PAM,TRPC6 inhibitor,PolyA inhibitor,TRPC4 agonist,AI-2 QS mod,TRPC4 PAM,TRPC6 activator,MrgX1 ag,HIF activator,MrgX1 antagonist
Cc1ccc(-n2nc3ccc(NC(=S)NC(=O)/C=C/c4ccco4)cc3n2)cc1,i,i,i,i,i,11.6,i,i,i,1.8,i
CCCOc1c(Cl)cc(C(=O)NC)cc1OC,i,i,i,i,i,15.7,i,i,i,-0.4,i
CCn1c(SCc2cc(=O)[nH]c3ccccc23)nnc1C1CC1,i,i,i,i,i,26.9,i,i,i,-0.2,i
COc1ccc(-n2c(-c3ccc(Cl)cc3)c[n+]3c2CCCCC3)cc1,i,i,i,i,i,17.2,i,i,i,-0.5,i
Cc1nnc(NC(=O)CSc2nnc(Cc3cccn3C)n2C)s1,i,i,i,i,i,-2.1,i,i,i,-0.1,i
CN(CC(=O)Nc1ccc(F)c(F)c1F)C(=O)c1ccc(=O)[nH]c1,i,i,i,i,i,21.7,i,i,i,-0.3,i
COc1ccc(CCCC(=O)NCCc2ccccc2)cc1,i,i,i,i,i,14.4,i,i,i,-1.6,i
CS(=O)(=O)Nc1ccccc1C(=O)NCC1(N2CCCCC2)CCCCC1,i,i,i,i,i,1.3,i,i,i,-18.0,i
COc1cccc(CN2CCN(C(=O)c3cc(-c4ccncc4)nc4ccc(C)cc34)CC2)c1,i,i,i,i,i,10.7,i,i,i,-1.3,i
NC(=O)c1ccccc1NC(=O)CCc1ccccc1,i,i,i,i,i,32.7,i,i,i,1.8,i
C=CCNC(=O)c1ccc(CNS(=O)(=O)c2ccc(NC(C)=O)cc2)cc1,i,i,i,i,i,18.5,i,i,i,-0.4,i
CC(=O)Oc1ccc(C2(C)CC(C)(C)NC(=S)N2C)c(OC(C)=O)c1 (stereo not drawn),i,i,i,i,i,27.6,i,i,i,-0.7,i
O=C(N/C=C/n1cnc2cc(C(F)(F)F)ccc21)c1ccccc1,i,i,i,i,i,-4.9,i,i,i,-0.8,i
Cc1ccccc1-c1noc(-c2ccccc2C(=O)NCc2ccco2)n1,i,i,i,i,i,-0.3,i,i,i,0.6,i
Cc1cc(C)nc(NC(=O)c2ccc(Br)cc2)n1,i,i,i,i,i,8.3,i,i,i,-1.1,i
Cc1ccc(S(=O)(=O)N2CCOCC2)c2nsnc12,i,i,i,i,i,19.8,i,i,i,-0.5,i
CS(=O)(=O)c1ccc(C(=O)Nc2cc(S(C)(=O)=O)ccc2Cl)cc1,i,i,i,i,i,9.0,i,i,i,-0.2,i
CCOc1c2ccc(C(=O)NCc3ccco3)cc2nn1CCOC,i,i,i,i,i,7.2,i,i,i,-0.8,i
O=C(N/N=C(\CC(=O)c1cccs1)C(F)(F)F)c1cccnc1,i,i,i,i,i,30.1,i,i,i,0.0,i
Nn1c(Cc2cccc3ccccc23)nnc1SCC(=O)NC1CCS(=O)(=O)C1 (stereo not drawn),i,i,i,i,i,56.2,i,i,i,-0.2,i
Cc1ccc(N2C(=O)N3[C@H]4c5ccccc5OC[C@@H]4[C@@H](c4ccccc4)[C@@]3(C)C2=O)cc1,i,i,i,i,i,14.0,i,i,i,1.5,i
O=c1n(-c2ccccc2)c(=O)n2n1CCCC2,i,i,i,i,i,4.8,i,i,i,-1.7,i
COc1ccc(C2Nc3ccccc3C(=O)N2C2CCCCC2)cc1 (stereo not drawn),i,i,i,i,i,11.9,i,i,i,0.5,i
O=C(CSc1ccc(Cl)cc1)Nc1ccc(N2CCN(c3ccccc3)CC2)c(F)c1,i,i,i,i,i,15.8,i,i,i,-0.1,i
O=C(CSc1nnc2c(n1)[nH]c1ccccc12)Nc1nncs1,i,i,i,x,i,22.8,i,i,i,-1.4,i

# Overlap with the part before: two compounds; new compounds follow.
SMILES,TRPC4 inh,MrgX1 PAM,TRPC6 inhibitor,PolyA inhibitor,TRPC4 agonist,AI-2 QS mod,TRPC4 PAM,TRPC6 activator,MrgX1 ag,HIF activator,MrgX1 antagonist
O=C(CSc1ccc(Cl)cc1)Nc1ccc(N2CCN(c3ccccc3)CC2)c(F)c1,i,i,i,i,i,15.8,i,i,i,-0.1,i
O=C(CSc1nnc2c(n1)[nH]c1ccccc12)Nc1nncs1,i,i,i,x,i,22.8,i,i,i,-1.4,i
Cc1cc(C(=O)CSc2nc3ccccc3[nH]2)c(C)n1Cc1ccco1,i,i,i,i,i,5.9,i,i,i,0.4,i
Nc1cc(=O)[nH]n1C1CCCCC1,i,i,i,i,i,10.7,i,i,i,0.4,i
CSCc1ccc(C(=O)N2CCC(CCC(=O)N(C)Cc3ccccc3)CC2)o1,i,i,i,i,i,1.4,i,i,i,-0.1,i
O=C(Nc1ccc(F)c(Cl)c1)c1nsc(Cl)c1Cl,i,i,i,i,i,17.2,i,i,i,2.9,i
COc1ccc(NC(=O)CSc2nc(N3CCCCC3)nc(N3CCCCC3)n2)cc1,i,i,i,i,i,33.9,i,i,i,-0.4,i
CC(C)C(CCNCc1ccccn1)c1ccc(Cl)cc1 (stereo not drawn),i,i,i,x,i,18.7,i,i,i,0.9,i
C=CCOc1cccc(/C=N/NC(=O)CN(c2cc(Cl)ccc2OC)S(=O)(=O)c2ccc(C)c([N+](=O)[O-])c2)c1,i,i,i,i,i,19.7,i,i,i,-0.4,i
Cc1cc(C)cc(NC(=O)COc2coc(CN3CCc4ccccc43)cc2=O)c1,i,i,i,i,i,12.7,i,i,i,-0.6,i
COc1cc2[nH]c(=O)n(CCC(=O)N3CCN(Cc4ccc5c(c4)OCO5)CC3)c(=O)c2cc1OC,i,i,i,i,i,5.5,i,i,i,-0.2,i
COc1cc2c(cc1OC)C1=C(C#N)CC/C(=N\S(=O)(=O)c3ccccc3)N1CC2,i,i,i,i,i,7.1,i,i,i,0.0,i
COc1ccc(CN(CC(=O)NC2CCCCC2)C(=O)CCCC(=O)Nc2ccccn2)cc1,i,i,i,i,i,4.3,i,i,i,0.0,i
CC(C)C[C@H](NC(=O)OC(C)(C)C)c1nnc(SCc2cccc(F)c2)o1,i,i,i,i,i,10.9,i,i,i,-0.5,i
COc1cccc(C2SCC(=O)N2c2cccc(C)c2)c1OC (stereo not drawn),i,i,i,i,i,4.1,i,i,i,-0.4,i
COc1ccc(N2CCN(C(=O)c3ccc(C)cc3)CC2)c([N+](=O)[O-])c1,i,i,i,i,i,9.3,i,i,i,-0.1,i
COCCN(C)Cc1cn(-c2ccc(F)cc2F)nc1-c1ccccc1C,i,i,i,i,i,15.6,i,i,i,0.0,i
CCN(CC)C1CCN(C(=O)c2ccc(OC3CCN(Cc4ccccn4)CC3)cc2)C1 (stereo not drawn),i,i,i,i,i,21.4,i,i,i,0.5,i
COc1ccc(F)cc1C(=O)C1CCCN(Cc2cn(C)c3ccccc23)C1 (stereo not drawn),i,i,i,i,i,28.4,i,i,i,-0.3,i
Cc1nn2c(N3CCN(C(=O)c4ccco4)CC3)cc(C(C)(C)C)nc2c1-c1ccccc1,i,i,i,i,i,-4.7,i,i,i,0.0,i
COc1ccc(NS(=O)(=O)c2cccc(C(=O)NCC(c3ccccc3OC)N3CCCC3)c2)cc1 (stereo not drawn),i,i,i,i,i,12.4,i,i,i,-0.1,i
COC(=O)c1ccccc1NC(=O)CSc1nccc(C)n1,i,i,i,i,i,14.2,i,i,i,-0.2,i
Cc1cccc(Nc2nc(N)c([N+](=O)[O-])c(N3CCN(C)CC3)n2)c1,i,i,i,i,i,3.9,i,i,i,-0.3,i
CC(C)c1ccc(C2NC(=O)c3ccccc3O2)cc1 (stereo not drawn),i,i,i,i,i,-15.2,i,i,i,0.3,i
CC(=O)NC1C(O)OC(CO)C(O)C1O (stereo not drawn),i,i,i,i,i,12.2,i,i,i,0.2,i
O=C(O)c1ccc(NS(=O)(=O)c2ccc(C(=O)Nc3ccccc3)cc2)cc1,i,i,i,i,i,3.8,i,i,i,0.0,i
Cc1ccc(NC(=O)NC(=O)N(c2ccccc2)S(C)(=O)=O)cc1,i,i,i,i,i,-9.5,i,i,i,3.3,i

# Continued.
SMILES,TRPC4 inh,MrgX1 PAM,TRPC6 inhibitor,PolyA inhibitor,TRPC4 agonist,AI-2 QS mod,TRPC4 PAM,TRPC6 activator,MrgX1 ag,HIF activator,MrgX1 antagonist
Cc1cccc(NCc2ccccc2OCc2ccccc2F)c1,i,i,i,i,i,3.0,i,i,i,-0.1,i
C=CCCC(=O)Nc1nc(C)c(-c2csc(Nc3cc(OC)ccc3OC)n2)s1,i,i,i,i,i,2.6,i,i,i,1.8,i
COC(=O)c1ccc(/C=N/Nc2nc3ccccc3[nH]2)cc1,i,i,i,i,i,27.5,i,i,i,4.3,i
COC(=O)C(C)Sc1ccc2nnc(CCNS(=O)(=O)c3ccc(C)cc3)n2n1 (stereo not drawn),i,i,i,i,i,56.2,i,i,i,0.5,i
CCOc1ccc(C(C)NC(=O)c2ccccc2F)cc1 (stereo not drawn),i,i,i,i,i,6.8,i,i,i,0.6,i
CCOc1ccc(NC(=O)C[n+]2ccc(N(C)C)cc2)cc1,i,i,i,i,i,16.4,i,i,i,0.1,i
COCCCNC(=O)c1ccc2c(c1)CCN2S(C)(=O)=O,i,i,i,i,i,18.8,i,i,i,0.1,i
CCN(CC)C(=O)c1sc(NC(=O)c2cccs2)c(C#N)c1C,i,i,i,i,i,13.9,i,i,i,-0.2,i
CC(=O)Nc1ccc(C2=NN(c3ccccc3)C(c3cccs3)C2)cc1 (stereo not drawn),i,i,i,i,i,22.7,i,i,i,0.4,i
CCOc1ccc(NC(=O)NCc2ccccn2)cc1,i,i,i,i,i,27.3,i,i,i,0.2,i
COc1ccc(NC(=O)c2cccc([N+](=O)[O-])c2)cc1,i,i,i,i,i,9.5,i,i,i,1.0,i
O=C(C(=O)N1CC=C(c2ccccc2)CC1)c1c[nH]c2ccccc12,i,i,i,i,i,14.6,i,i,i,0.0,i
CN(Cc1cccc(F)c1)C(=O)C(c1ccccc1)c1ccccc1,i,i,i,i,i,7.4,i,i,i,-0.4,i
Cc1ccc2cc3c(NC(=O)c4ccco4)nn(CC(C)C)c3nc2c1,i,i,i,i,i,-6.5,i,i,i,0.4,i
COc1ccc(NC(=O)CN(c2ccc(C)cc2)S(=O)(=O)c2c(C)nn(C)c2C)cc1,i,i,i,i,i,10.1,i,i,i,-0.3,i
